# HTRA1 inh – HTRA1 (human) protease inhibition; Q92743; recombinant HTRA1, FP-rhodamine activity-based probe, fluorescence polarization; inhibition, % at 5.96 µM; actives 0.5% (n = 340,000); AID 504803; in the data active = inhibition above about 36%;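 note: 0% = enzyme with DMSO and 100% = wells lacking enzyme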
# Target sequence (Q92743 whole entry, looked up): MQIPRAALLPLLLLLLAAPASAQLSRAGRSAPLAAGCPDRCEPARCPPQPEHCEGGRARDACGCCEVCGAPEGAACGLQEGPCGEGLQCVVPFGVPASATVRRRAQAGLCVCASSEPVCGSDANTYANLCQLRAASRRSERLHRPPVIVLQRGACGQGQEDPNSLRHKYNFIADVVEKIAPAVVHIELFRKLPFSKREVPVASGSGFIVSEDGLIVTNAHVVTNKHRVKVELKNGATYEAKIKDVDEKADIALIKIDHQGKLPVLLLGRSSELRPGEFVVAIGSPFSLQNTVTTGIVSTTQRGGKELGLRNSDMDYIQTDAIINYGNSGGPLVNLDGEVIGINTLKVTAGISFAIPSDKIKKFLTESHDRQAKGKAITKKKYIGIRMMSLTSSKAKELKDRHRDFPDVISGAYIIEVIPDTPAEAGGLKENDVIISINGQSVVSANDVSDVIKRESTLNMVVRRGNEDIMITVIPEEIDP
# GC-B act – GC-B (human) receptor activation | P20594 | HEK293-GC-B cells, CNP EC30, cGMP TR-FRET; 0% at EC30 CNP, 100% saturating CNP | activation, % at 10 µM | actives 0.11% (n = 370,000) | AID 1920062;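 active = activation at 10 µM reaching about 35% in either raw or pattern-adjusted values, limit read from the data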
# SMARCA2 activ – activators of SMARCA2 function | MG213 cells, MMTV-luciferase reporter, dexamethasone, overnight | activation, % at 9.1 µM | actives 1% (n = 370,000); in the data active = activation above about 7.8%;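 note: 0% = vehicle wells and 100% = reference activator wells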
# ABHD4 inh – inhibits mouse alpha/beta hydrolase domain 4 | purified mABHD4, FP-Rh probe fluorescence polarization | AID 720543 | inhibition, % at 8.92 µM | actives 0.54% (n = 370,000);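 active = inhibition exceeding the mean over every tested compound plus 3 SD, cut at about 30% in these data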;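 note: 0% = plate median of compound wells and 100% = S159A mutant with DMSO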
#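 Test system: mABHD4 protein; Read-out basis: % inhibition; Incubation: 45 min + 60 min at 25 °C; Repeats: single replicate; Technique: fluorescence polarization with parallel and perpendicular emission, 525/598 nm; Compound: 8.92 µM, single dose; Benchmarks: full inhibition S159A mutant plus DMSO, zero as sample-well median.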
# ASAP1 GAP inh – blocks human ASAP1-stimulated Arf1 GTP hydrolysis | actives 0.19% (n = 360,000) | Q9ULH1 | GDP FP detection | inhibition, % at 16.5 µM; in the data active = inhibition above about 25%;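 note: 0% = vehicle with enzyme and substrate and 100% = no enzyme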
# Target sequence (Q9ULH1 325-724 limits assumed): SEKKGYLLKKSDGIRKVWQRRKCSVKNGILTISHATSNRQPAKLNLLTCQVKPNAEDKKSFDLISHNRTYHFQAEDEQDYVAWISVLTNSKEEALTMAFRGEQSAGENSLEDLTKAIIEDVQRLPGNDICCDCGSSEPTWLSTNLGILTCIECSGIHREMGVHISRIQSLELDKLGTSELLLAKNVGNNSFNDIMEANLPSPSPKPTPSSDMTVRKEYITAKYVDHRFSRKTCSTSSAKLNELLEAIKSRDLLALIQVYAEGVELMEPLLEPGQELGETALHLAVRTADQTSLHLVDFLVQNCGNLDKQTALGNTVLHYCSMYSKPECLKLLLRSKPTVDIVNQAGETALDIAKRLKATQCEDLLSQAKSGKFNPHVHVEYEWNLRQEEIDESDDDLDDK
# PG9 Ab binder – binds the HIV-1 gp120 antibody PG9 | TR-FRET gp120-PG9 antibody binding | inhibition, % at 6.7 µM | actives 0.43% (n = 360,000); in the data active = inhibition above about 8.5%
# Rev-erbA mod – modulators of human Rev-erb alpha DNA binding | P20393 | Rev-erbα–FITC-DNA binding, fluorescence polarization, 90 min | activity, % at 10 µM | actives 0.79% (n = 370,000) | AID 1259318;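 active = activity above about 14%, limit read from the data; passing the limit was not always enough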;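 note: 0% = DMSO wells with 35 nM protein and 100% = DMSO wells with 750 nM protein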
# rCAG RNA binder – molecules binding r(CAG) RNA repeats. r(CAG) RNA repeat, TO-PRO-1 dye displacement fluorescence. inhibition, % at 3 µM. actives 1.3% (n = 370,000). AID 651821;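 active = inhibition above the plate cutoff, the mean of all test compounds on that plate plus 3 SD, cut at about 35% in these data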;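 note: 0% = DMSO alone and 100% = 100 µM mitoxantrone as full dye displacement; higher means more dye released from RNA so lower well fluorescence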
# NPR1 activator – GC-A (human) enzyme activation; P16066; HEK293 GC-A cells, cGMP TR-FRET, EC30 ANP; 0% at EC30 ANP, 100% saturating ANP; activation, % at 10 µM; actives 0.14% (n = 370,000); AID 1671463; in the data active = activation above about 40%
# ARFGAP1 inh – rat ARFGAP1 inhibition | Q62848 | Arfgap1-stimulated ARF1 GTP hydrolysis, GDP FP detection | inhibition, % at 16.5 µM | actives 0.26% (n = 360,000);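 active = inhibition above a per-plate limit, mean inhibition of low control wells plus 3 SD, cut at about 25% in these data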;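 note: 0% = DMSO wells with enzyme and 100% = wells lacking Arfgap1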
# Target sequence (Q62848 1-136 limits assumed): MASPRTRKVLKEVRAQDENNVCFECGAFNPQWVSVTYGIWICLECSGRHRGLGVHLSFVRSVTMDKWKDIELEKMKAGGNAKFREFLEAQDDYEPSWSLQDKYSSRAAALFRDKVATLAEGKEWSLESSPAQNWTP
#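 Repeats: one replicate per compound; assay system: rat Arfgap1 catalytic domain, aa 1-136; times: enzyme reaction 120 min at 25 °C after 20 min preincubation; detection: FP of antibody-bound GDP Alexa 633 tracer, ex 620/em 688 nm; benchmarks: high control wells lacking Arfgap1, low control full reaction with DMSO; reagent: human ARF1(Δ1-17)-GTP substrate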
# * = called active by the depositor; · = no result given.
SMILES,HTRA1 inh,GC-B act,SMARCA2 activ,ABHD4 inh,ASAP1 GAP inh,PG9 Ab binder,Rev-erbA mod,rCAG RNA binder,NPR1 activator,ARFGAP1 inh
O=C(c1cc(-c2ccc(F)cc2)on1)N1CCOCC1,0.3,0.1,5.6,4.3,-3.5,-1.1,6.8,-2.6,2.9,9.4
CCOC(=O)CNC(=O)CSc1ncnc2c1cnn2-c1ccc(C)cc1,-0.3,-8.1,-3.8,-2.3,1.6,-2.1,-8.3,-2.5,10.9,11.9
CC1CN(C(=O)N2c3ccccc3Sc3ccccc32)CC(C)O1 (configuration not stated),1.9,-8.4,-2.2,-1.4,-20.6,-0.2,2.4,-9.4,-17.5,-1.9
CC(C)Oc1cccc(-c2cc(C(=O)NC(=S)N(C)c3ccccc3C(=O)O)c3ccccc3n2)c1,-6.2,3.9,-0.6,-5.2,8.8,0.2,-4.9,8.8,4.2,-6.4
Cc1ccc(-c2nc(C(=O)NCCCN(C)C)cc3c2[nH]c2ccccc23)cc1,-21.5,-17.1,4.7,-5.0,-10.2,0.1,-7.4,12.1,-16.0,4.1
Cc1ccc2cccc(S(=O)(=O)N3CCN(c4cccc(Cl)c4)CC3)c2n1,-30.2,-14.0,·,·,·,·,8.2,·,-17.5,·
O=C(Nc1ccc(Br)cc1)C1CCN(c2cnccn2)CC1,-4.4,-0.6,-2.1,-14.2,4.1,0.5,-0.6,-2.8,-1.5,5.4
CCc1ccc(OCc2nnc(SCC(=O)NCc3ccco3)o2)cc1,-2.7,-6.0,1.2,0.5,2.1,1.7,3.0,-4.9,-4.6,-2.8
Cc1nn2c(=O)cc(CSCC(=O)Nc3ccccc3Cl)nc2s1,7.3,-7.1,-1.7,-3.5,2.7,2.3,-8.2,-1.3,4.2,0.8
Cc1cccc(C)c1-n1nnnc1C(c1ccnc2ccccc12)N(Cc1ccccc1)Cc1ccccc1 (configuration not stated),·,2.5,3.7,-0.6,5.2,-1.0,-5.6,5.8,-10.9,5.4

# A different layout for part of the listing above:
Cc1cccc(C)c1-n1nnnc1C(c1ccnc2ccccc12)N(Cc1ccccc1)Cc1ccccc1 (configuration not stated)
  HTRA1 inh: ·; GC-B act: 2.5; SMARCA2 activ: 3.7; ABHD4 inh: -0.6; ASAP1 GAP inh: 5.2; PG9 Ab binder: -1.0; Rev-erbA mod: -5.6; rCAG RNA binder: 5.8; NPR1 activator: -10.9; ARFGAP1 inh: 5.4
CCc1ccc(OCc2nnc(SCC(=O)NCc3ccco3)o2)cc1
  HTRA1 inh: -2.7; GC-B act: -6.0; SMARCA2 activ: 1.2; ABHD4 inh: 0.5; ASAP1 GAP inh: 2.1; PG9 Ab binder: 1.7; Rev-erbA mod: 3.0; rCAG RNA binder: -4.9; NPR1 activator: -4.6; ARFGAP1 inh: -2.8

# Next part.
SMILES,HTRA1 inh,GC-B act,SMARCA2 activ,ABHD4 inh,ASAP1 GAP inh,PG9 Ab binder,Rev-erbA mod,rCAG RNA binder,NPR1 activator,ARFGAP1 inh
COc1cccc(CN2CCNC(=O)C2CC(=O)N2CCOc3ccccc3C2)c1OC (configuration not stated),·,0.9,2.7,-2.4,1.2,-0.2,-1.4,-4.8,-8.2,4.8
CCOc1ccc(OCCOC(=O)CN(C)S(=O)(=O)c2ccc(NC(C)=O)cc2)cc1,-5.2,-2.7,-2.0,1.8,1.9,-1.6,-4.8,-0.9,-0.2,-6.7
Cc1ccc(S(=O)(=O)N2[C@H](CC(=O)OCc3ccccc3)OC[C@@H]2C)cc1,·,-5.2,-3.7,-1.5,-6.5,-1.5,4.6,0.1,-3.0,-8.2
CCOc1ccccc1NC1=NC2CS(=O)(=O)CC2S1 (configuration not stated),4.1,-0.6,-3.5,-1.5,0.2,0.9,-0.5,0.6,6.8,9.8
CC(CNC(=O)C1CCCCC1C(=O)O)c1ccccc1 (configuration not stated),0.6,2.6,-2.4,-9.3,10.0,0.9,-0.2,-2.5,2.0,16.5
CCn1c(C(C)NC(=O)Cc2ccccc2)nc2ccccc21 (configuration not stated),6.2,-5.1,-0.6,-2.9,-9.1,-2.7,5.9,-3.3,-4.8,-12.2
CCOc1nc(Nc2ccc([N+](=O)[O-])cc2)nc(NC(C)(C)C)n1,-14.4,0.1,-3.7,10.3,-4.9,1.3,-1.2,3.7,0.3,10.9
CCOC(=O)CSc1nnc(-c2ccccc2NC(=O)c2ccccc2)o1,-1.2,3.6,2.7,5.6,-1.5,-0.5,3.7,-0.6,11.9,10.7
Cn1c(-c2cccs2)nc2ccccc21,4.0,-3.2,3.8,0.9,3.2,1.6,5.6,-4.2,-4.0,-2.7
CCOc1cc(C#N)c(NC(=O)c2cccnc2Cl)cc1OCC,1.8,5.9,4.3,5.8,-10.4,2.5,-0.6,0.9,-3.5,11.4
Cc1ccc(C(=O)CSc2nnnn2Cc2ccccc2)cc1C,-8.7,0.3,4.4,4.1,1.1,-0.3,2.0,-1.2,4.6,3.5
CNC(=O)COC(=O)c1ccc2c(c1)S(=O)(=O)c1ccccc1C2=O,1.9,-0.3,0.4,0.9,-16.3,-0.2,-1.4,0.7,1.2,-3.8
CCc1ccc(C(=O)/C=C/Nc2ccc(S(=O)(=O)Nc3onc(C)c3C)cc2)cc1,-8.0,-1.4,1.9,6.0,1.9,-2.4,-6.0,56.9*,2.6,-0.6
CN(C(=O)CSc1nnnn1-c1ccccc1)C1CCCCC1,-3.3,-9.3,3.6,0.8,-4.3,0.8,8.7,-2.4,-3.5,-3.0
COCc1ccc(-c2c(-c3cc(OC)cc(OC)c3)oc(=O)c3cc(OC)c(OC)cc23)cc1,-10.1,1.6,2.9,-2.9,1.7,0.3,2.1,5.2,1.8,7.2
CCOC(=O)c1c(NC(=O)c2ccc(N3C(=O)[C@@H]4[C@H](C3=O)[C@H]3C=C[C@@H]4C3)cc2)sc2c1CC(C)CC2 (some centres not stated),-4.7,0.3,2.7,-1.6,-1.3,-0.8,-5.8,2.2,-2.1,-1.6
Nc1ccc(S(=O)(=O)NNC(=O)C(=O)NNc2ccccc2)cc1,6.8,0.9,-2.1,0.4,0.0,-1.0,-4.6,0.6,-0.7,1.5
COc1ccc(CNc2ccc3cn[nH]c3c2)c(OC)c1OC,13.2,1.0,-2.5,5.8,-9.4,-3.6,-3.9,6.2,-5.7,-9.4
O=C(NC(=S)Nc1cccc2[nH]ncc12)c1ccccc1,-8.2,-8.6,0.2,6.5,-5.2,0.5,-3.4,3.7,-1.4,16.7
Cc1ccc(C)c(-c2csc(N)c2C(=O)OC(C)C)c1,6.2,0.0,1.5,17.4,-5.3,-2.0,9.2,-2.6,-4.5,8.0
CCN(CC)C(=O)N1CCN(C(=O)c2ccc(C)cn2)CC1,-0.6,-10.6,-1.7,-7.0,-13.1,-0.1,-0.1,0.5,-0.3,-11.1
CCC(=O)NC(=S)Nc1ccc(NC(=O)c2ccc(C)c([N+](=O)[O-])c2)cc1,3.3,2.0,-0.8,4.7,7.7,-3.0,0.8,5.8,-0.5,9.4
O=C1NC(c2ccccc2)C(C(=O)c2cccs2)=C1O (configuration not stated),8.8,1.1,-8.0,3.0,-0.5,-2.0,0.1,-1.0,2.6,-0.4
O=C(COc1ccccc1)NCc1ccccc1,5.8,4.9,0.4,0.2,-8.2,0.1,0.2,-2.5,-0.5,9.1
O=C(NNc1ccc(Cl)cc1)C1CCC1,-4.5,1.2,-0.7,3.2,4.7,0.4,-5.9,-0.5,-0.9,3.8
COc1cccc(CNC(=O)CN2C(=O)COc3ccc(S(=O)(=O)N4CCC(C)CC4)cc32)c1,-8.4,-5.7,-1.9,-2.7,-9.0,1.2,3.9,-1.3,-3.3,-0.8
Nc1nn(-c2ccccc2)c2ccc([N+](=O)[O-])cc12,2.3,-7.2,2.5,5.4,2.4,-7.7,1.5,2.1,-2.9,0.1
c1ccc(-c2noc(-c3cccnc3)n2)nc1,-2.5,6.0,1.4,-5.7,-1.1,-0.4,-2.8,3.2,-0.9,-7.0
O=C(NCc1ccccc1)c1cc(C2CCCN(C(=O)C3CCCCC3)C2)on1 (configuration not stated),·,-2.9,-3.4,-2.9,-4.3,-0.2,-2.7,1.2,-0.5,-2.7
FC(F)(F)c1ccccc1Cc1c(-c2ccccc2)nc2c3ccccc3ccn12,·,1.4,3.5,-8.1,-8.4,-0.2,0.9,3.5,-4.6,4.4
CCCc1nc2cc(CC(=O)OC)ccc2o1,-0.1,11.4,-2.1,1.8,-4.6,-2.0,7.0,1.7,0.4,4.5
C/C=C/c1ccc(OCCNCc2ccccc2)c(OC)c1,3.6,-3.8,0.8,10.6,17.7,-1.5,-5.9,-4.2,-9.3,9.6
Cc1cc(NC(=O)CSc2nnc(C3CC3)n2C)no1,4.6,-4.8,-1.4,-1.9,-4.4,-0.4,-4.4,-0.2,1.7,11.8
CCCCC(=O)NC(c1cccc([N+](=O)[O-])c1)c1c(OC(C)=O)ccc2ccccc12 (configuration not stated),-0.1,-14.5,-1.0,-9.1,-12.7,0.4,-1.5,5.9,-6.2,-8.0
Cn1c(NC(=O)c2ccco2)c(-c2ccc(Cl)cc2)c(=O)c2ccccc21,6.6,2.6,0.4,-1.8,-5.8,-2.2,-1.4,5.4,0.7,-0.2
CCOC(=O)c1nn(-c2ccccc2C)c2nc(-c3ccc(Cl)cc3)c(C#N)c(=O)n12,-8.9,5.1,-0.1,4.2,1.4,0.7,8.0,1.8,15.5,10.7
CC(=O)N1CCN(C(=O)/C(C#N)=C/c2ccc3c(c2)OCO3)CC1,6.1,3.1,0.9,4.7,-4.7,-2.0,-0.1,1.8,-2.0,-1.4
CCN(CC)c1ccc(S(=O)(=O)N2CCOCC2)cc1NC(=O)Cn1nc(C)c([N+](=O)[O-])c1C,10.4,5.4,-1.3,-3.6,4.2,2.1,8.8,2.1,1.6,0.6
N#Cc1ccc(OCCN2C(=O)NC3(CCSC3)C2=O)cc1 (configuration not stated),-2.1,1.8,0.9,5.8,12.3,-1.4,2.5,-1.2,4.7,-14.3
Cc1cccc(NC(=O)CCS(=O)(=O)c2ccccc2)c1,2.9,-3.8,1.6,8.2,5.8,-1.1,1.9,-0.7,-0.7,9.3
CCCS(=O)(=O)NC(=O)C1(C)CCCN(C(=O)c2c(F)ccc(C)c2F)C1 (configuration not stated),·,1.5,0.8,-5.2,0.9,-0.4,3.2,6.0,0.8,-11.3
CCc1ccc(Nc2nnc(SCC(=O)NC(=O)CN3CCCC3=O)s2)cc1,4.7,1.4,-3.8,-6.7,-1.3,-4.2,-19.2,2.3,4.7,-6.2
Cc1ccc(C(NC(=O)N2CCOCC2)C(Cl)Cl)cc1F (configuration not stated),3.3,2.5,-4.8,9.5,-3.6,-1.1,0.6,-1.0,2.8,3.8
CN(C)[C@@H]1CCC[C@H]1OC(=O)C(c1ccccc1)c1ccccc1,-3.9,-10.8,-1.1,13.5,-5.6,-0.9,4.3,-8.2,-10.0,4.0
N/C(=N\OC(=O)c1cccc(Cl)c1)c1ccncc1,-2.4,-3.1,2.5,0.8,10.7,-1.7,-1.5,-3.7,5.4,6.3

# Part of the list above, reduced to ASAP1 GAP inh and NPR1 activator:
SMILES	ASAP1 GAP inh	NPR1 activator
CCc1ccc(Nc2nnc(SCC(=O)NC(=O)CN3CCCC3=O)s2)cc1	-1.3	4.7
Cc1ccc(C(NC(=O)N2CCOCC2)C(Cl)Cl)cc1F (configuration not stated)	-3.6	2.8
